CSN inh: inhibitors of CSN-mediated cullin deneddylation, primary screen, biochemical, fluorescence polarization, uHTS; COP9 signalosome complex subunit 5 (Homo sapiens), Q92905; Purified CSN, SCF-Nedd8-OG deneddylation; inhibition, % at 12.5 µM; 0.38% of 360,000 active; AID 651999, 2013;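 active = pattern-corrected inhibition above about 35%, with an unprinted fluorescence ratio check between 0.5 and 1.5, limit read from the data, passing the limit was not always enough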;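 also: 0% = enzyme with substrate and 100% = substrate without enzyme; some results filed as inactive read as strong as hits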
Target sequence (Q92905 whole entry, looked up, one chain of several): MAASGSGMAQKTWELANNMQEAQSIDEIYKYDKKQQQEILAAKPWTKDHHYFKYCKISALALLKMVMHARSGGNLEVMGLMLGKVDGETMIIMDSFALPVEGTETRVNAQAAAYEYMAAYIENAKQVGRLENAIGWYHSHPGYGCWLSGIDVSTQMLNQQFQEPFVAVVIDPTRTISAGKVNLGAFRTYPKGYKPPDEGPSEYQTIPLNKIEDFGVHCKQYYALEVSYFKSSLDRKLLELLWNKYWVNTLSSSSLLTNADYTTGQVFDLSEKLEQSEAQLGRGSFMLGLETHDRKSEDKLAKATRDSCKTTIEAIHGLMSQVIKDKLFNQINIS
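Material: purified human Csn5 enzyme expressed in HEK293T cells / Medium: Tris buffer pH 7.5, NaCl, DTT, Tween-20, trehalose, ovalbumin / Compound dosing: 12.5 µM single point / Schedule: 90 min incubation of compound, enzyme and substrate at room temperature / Signal: fluorescence polarization of the substrate / Control set: no-enzyme wells high, enzyme-with-substrate wells low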
LMPTP inh: LMPTP phosphatase inhibitors, primary screen, biochemical, fluorescence intensity, uHTS | inhibition, % at 20 µM | 0.22% of 360,000 active | recombinant LMPTP-A, OMFP fluorogenic substrate;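 active = compounds that cut the enzyme signal by at least half of the control window in the single-dose screen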;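 also: plate controls were DMSO wells with enzyme plus substrate for no effect and substrate without enzyme for full effect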
Target sequence (P24666 whole entry, looked up): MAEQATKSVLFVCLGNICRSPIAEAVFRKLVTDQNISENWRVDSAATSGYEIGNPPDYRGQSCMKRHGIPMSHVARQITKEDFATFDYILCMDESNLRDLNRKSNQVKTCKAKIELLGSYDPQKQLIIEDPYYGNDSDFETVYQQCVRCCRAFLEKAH
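Test system: LMPTP-A phosphatase enzyme; input: 0.625 nM LMPTP-A final; reagent: OMFP substrate, 400 µM final; compound dosing: 20 µM single dose, 3% DMSO; incubation: 50 min dark incubation at room temperature; measured by: endpoint fluorescence intensity from OMFP dephosphorylation; measure: % inhibition relative to no-enzyme and uninhibited control wells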
MLLE-PAM2 inh: inhibitors of PABP1 MLLE–PAM2 peptide binding, primary screen, biochemical, fluorescence polarization, FITC-PAM2, GST-MLLE. Polyadenylate-binding protein 1 (Homo sapiens), P11940. 0.36% of 360,000 active. inhibition, % at 20 µM; in the data active = inhibition above about 35%, passing the limit was not always enough;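 also: plate controls were DMSO wells with GST-MLLE for no effect and wells lacking GST-MLLE protein for full effect; some results filed as inactive read as strong as hits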
TbMetRS inhib: T. brucei MetRS inhibitors, primary screen, biochemical, luminescence | methionyl-tRNA synthetase (Trypanosoma brucei brucei) | purified T. brucei MetRS, ATP depletion, Kinase-Glo luminescence | inhibition, % at 11.9 µM | 0.4% of 360,000 active | AID 624268, 2012;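 active = inhibition above a per-plate cutoff of the control wells' mean inhibition plus 3 SD, cut at about 5.5% in these data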;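 also: 0% = DMSO wells median and 100% = median of wells with control inhibitor compound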
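Material: parasite MetRS enzyme / Replication: singlicate, one well per compound / Signal: luminescence of leftover ATP / Schedule: 2 h aminoacylation at 25 °C after 15 min preincubation / Medium: HEPES-MgCl2-KCl buffer plus DTT, spermine, BSA, pyrophosphatase / Doses: 11.9 µM single point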
Rpn11 inh: Rpn11 (PSMD14) deubiquitinase inhibitors, primary screen, biochemical, fluorescence polarization, uHTS; 26S proteasome non-ATPase regulatory subunit 14 (Homo sapiens), O00487; human 26S proteasome, Ub4-pepOG fluorescence polarization; 20S core pre-blocked with epoxomicin; calls only at 20 µM; 0.59% of 360,000 active;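 active = inhibition at 20 µM, scaled to each plate's controls, above about 33%, limit read from the data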
Target sequence (O00487 whole entry, looked up): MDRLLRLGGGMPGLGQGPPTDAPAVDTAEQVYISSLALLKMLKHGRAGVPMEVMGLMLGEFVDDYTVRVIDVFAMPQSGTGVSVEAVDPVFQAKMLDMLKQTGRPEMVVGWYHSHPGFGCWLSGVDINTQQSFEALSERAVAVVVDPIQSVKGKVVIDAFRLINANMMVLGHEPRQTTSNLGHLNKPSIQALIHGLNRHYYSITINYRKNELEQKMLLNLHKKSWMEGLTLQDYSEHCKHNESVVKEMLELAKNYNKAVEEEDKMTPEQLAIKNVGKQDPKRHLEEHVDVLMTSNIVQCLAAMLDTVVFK
NadD block: inhibitors of S. aureus NadD, primary screen, biochemical, colorimetric, uHTS | Nicotinate-nucleotide adenylyltransferase NadD (Staphylococcus aureus N315) | purified NadD enzyme, colorimetric absorbance read-out | inhibition, % at 20 µM | 0.78% of 360,000 active; in the data active = inhibition above about 26%; also: some compounds past the cut are filed as inactive
DNMT1 inh: human DNMT1 methyltransferase inhibitors, primary screen, biochemical, molecular beacon, fluorescence, HinP1I cleavage, uHTS. DNA (cytosine-5)-methyltransferase 1 (Homo sapiens), P26358. inhibition (reported as % activation of signal), % at 10 µM. 0.83% of 360,000 active; in the data active = inhibition above about 50%
SUMO1 PPI mod: modulators of SUMO1 protein-protein interactions, primary screen, biochemical, uHTS | Small ubiquitin-related modifier 1 (Homo sapiens), P63165 | SUMO1 binding to a labelled peptide, TR-FRET, 1 h | inhibition, % at 20 µM | 0.33% of 360,000 active; in the data active = inhibition above about 37%
Target sequence (P63165 whole entry, looked up): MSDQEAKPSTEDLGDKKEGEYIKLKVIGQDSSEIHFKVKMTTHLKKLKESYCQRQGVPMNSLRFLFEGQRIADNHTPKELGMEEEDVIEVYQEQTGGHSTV
STEP block: STEP phosphatase inhibitors, primary screen, biochemical, fluorescence intensity, uHTS. Tyrosine-protein phosphatase non-receptor type 5 (Homo sapiens), P54829. recombinant STEP, OMFP fluorogenic substrate. inhibition, % at 20 µM. 0.25% of 360,000 active. AID 588621, 2011;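 active = inhibition at 20 µM, scaled per plate between control wells, above about 37%, limit read from the data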;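 also: 0% = DMSO with enzyme and substrate and 100% = substrate only without enzyme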
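System: isolated STEP enzyme; schedule: 20 min enzyme reaction at room temperature, protected from light; medium: Bis-Tris buffer pH 6.0, 2.5 mM DTT, 0.005% Tween 20; signal: fluorescence, 480/540 nm; dosing: single compound dose of 20 µM, 1% DMSO final; also added: OMFP substrate, 25 µM final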
Scp-1 inhibitor: Scp-1 phosphatase inhibitors, primary screen, biochemical, colorimetric, uHTS | Carboxy-terminal domain RNA polymerase II polypeptide A small phosphatase 1 (Homo … | Recombinant Scp1, phosphopeptide, malachite green phosphate absorbance | inhibition, % at 20 µM | 0.88% of 340,000 active;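 active = inhibition above about 50% at 20 µM, limit read from the data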;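 also: plate controls were DMSO wells with enzyme for no effect and wells lacking enzyme for full effect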
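assay system = SCP-1 phosphatase catalytic domain, residues 76-261 | buffer or medium = 50 mM Tris acetate pH 5.5, 0.005% Tween-20, 10 mM MgCl2 | incubation = enzyme reaction 45 min at room temperature, colour 5 min, stabilisation 30 min | signal = Phosphate-binding colour reagent, absorbance read at 630 nm | measure = % inhibition at 20 µM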
The depositor's hits bear a star.

What do the screens show for `Cc1ccc(S(=O)(=O)N2CCCCC2)cc1NC(=O)C1CCC1`?
CSN inh: 7.0; LMPTP inh: -0.7; MLLE-PAM2 inh: -16.1; TbMetRS inhib: 0.1; Rpn11 inh: inactive; NadD block: 9.3; DNMT1 inh: -2.5; SUMO1 PPI mod: -1.1; STEP block: -1.7; Scp-1 inhibitor: 0.4

Results for O=C(COC(=O)C1CCN(S(=O)(=O)c2cccc3cccnc23)CC1)c1ccc(F)cc1 ?
CSN inh: -3.8; LMPTP inh: 4.9; MLLE-PAM2 inh: 7.7; TbMetRS inhib: -0.7; Rpn11 inh: inactive; NadD block: 5.5; DNMT1 inh: -5.7; SUMO1 PPI mod: 5.0; STEP block: 3.4; Scp-1 inhibitor: 1.7

How did Cc1ccc(S(=O)(=O)c2nc(-c3cccs3)oc2NCCCN(C)C)cc1 do in these assays?
CSN inh: -0.1; LMPTP inh: -3.4; MLLE-PAM2 inh: 7.8; TbMetRS inhib: -0.3; Rpn11 inh: inactive; NadD block: -4.4; DNMT1 inh: -4.4; SUMO1 PPI mod: 1.0; STEP block: -1.5; Scp-1 inhibitor: -7.3

Results for O=C(NCCS(=O)(=O)N1CCN(c2ccccc2F)CC1)c1ccco1 ?
CSN inh: 0.9; LMPTP inh: -0.7; MLLE-PAM2 inh: 13.3; TbMetRS inhib: -0.4; Rpn11 inh: inactive; NadD block: -3.2; DNMT1 inh: 1.7; SUMO1 PPI mod: 5.9; STEP block: -1.8; Scp-1 inhibitor: 3.9

What do the screens show for `Cc1ccc2c(c1)CCCN2C(=O)c1c(C)noc1C`?
CSN inh: 2.6; LMPTP inh: 1.0; MLLE-PAM2 inh: 5.0; TbMetRS inhib: 0.4; Rpn11 inh: inactive; NadD block: -6.0; DNMT1 inh: 0.6; SUMO1 PPI mod: 1.9; STEP block: -1.9; Scp-1 inhibitor: 5.4

How did Cc1ccc(SC[C@H](C)CN2CCC(NC(=O)OCc3ccccc3)CCC2=O)cc1 (stereo not given in full) do in these assays?
CSN inh: -3.4; LMPTP inh: 0.9; TbMetRS inhib: -2.1; NadD block: -8.1; SUMO1 PPI mod: -0.6

What do the screens show for `CC(=O)Nc1ccc(S(=O)(=O)Nc2c(C)nn(-c3ccccc3)c2C)cc1`?
CSN inh: 4.0; LMPTP inh: 0.1; MLLE-PAM2 inh: -4.1; TbMetRS inhib: -0.2; Rpn11 inh: inactive; NadD block: -3.6; DNMT1 inh: -1.1; SUMO1 PPI mod: 0.3; STEP block: -2.0; Scp-1 inhibitor: -8.9

What do the screens show for `Cc1c(C(=O)Nn2cnnc2)oc2ccccc12`?
CSN inh: 4.8; LMPTP inh: -0.3; MLLE-PAM2 inh: -4.1; TbMetRS inhib: -0.4; Rpn11 inh: inactive; NadD block: 5.0; DNMT1 inh: -4.2; SUMO1 PPI mod: -2.0; STEP block: -2.4; Scp-1 inhibitor: -1.2

Results for Cc1ccc(-c2nn(CC(=O)NN3CCOCC3)c(=O)c3ccccc23)cc1 ?
CSN inh: 2.1; LMPTP inh: 2.0; MLLE-PAM2 inh: 4.7; TbMetRS inhib: 0.0; Rpn11 inh: inactive; NadD block: 0.7; DNMT1 inh: 0.4; SUMO1 PPI mod: 8.6; STEP block: 4.2; Scp-1 inhibitor: -11.4

How did O=[N+]([O-])c1ccc(S(=O)(=O)NCCc2ccncc2)cc1 do in these assays?
CSN inh: 3.6; LMPTP inh: -2.2; MLLE-PAM2 inh: -7.0; TbMetRS inhib: -0.4; Rpn11 inh: inactive; NadD block: -4.2; DNMT1 inh: -1.6; SUMO1 PPI mod: -20.1; STEP block: 5.5; Scp-1 inhibitor: -1.4

Results for Cc1cccnc1C1=NOC(Cc2ccccc2)C(=O)N1Cc1ccc2c(c1)OCO2 (stereo not given) ?
CSN inh: 2.8; LMPTP inh: 5.0; MLLE-PAM2 inh: 4.7; TbMetRS inhib: -0.5; Rpn11 inh: inactive; NadD block: -0.3; DNMT1 inh: -6.5; SUMO1 PPI mod: 9.9; STEP block: -1.2

What do the screens show for `NC(=O)C1CCCN(CC(=O)N2CCN(c3ccccc3)CC2)C1` (stereo not given)?
CSN inh: 0.4; LMPTP inh: -0.6; MLLE-PAM2 inh: 8.3; TbMetRS inhib: 0.3; Rpn11 inh: inactive; NadD block: -1.8; DNMT1 inh: 1.7; SUMO1 PPI mod: 1.4; STEP block: -3.3; Scp-1 inhibitor: -0.8

What do the screens show for `COc1ccc(C(=O)NCCOc2ccccc2)cc1S(=O)(=O)N1CCOCC1`?
CSN inh: -2.3; LMPTP inh: -1.3; MLLE-PAM2 inh: 1.6; TbMetRS inhib: -0.4; Rpn11 inh: inactive; NadD block: -0.8; DNMT1 inh: 1.4; SUMO1 PPI mod: -0.7; STEP block: -0.3; Scp-1 inhibitor: -4.9

Results for CCN(C[C@H]1N[C@@](C)(C(=O)OC)[C@H]2C(=O)N(C)C(=O)[C@@H]12)C(=O)c1ccccc1 ?
CSN inh: -8.2; LMPTP inh: -0.6; MLLE-PAM2 inh: -1.4; TbMetRS inhib: 0.2; Rpn11 inh: inactive; NadD block: 0.9; DNMT1 inh: -0.5; SUMO1 PPI mod: -3.9; STEP block: 1.0; Scp-1 inhibitor: -4.2

How did Cc1ccc2c(c1)cc1c(=O)n(CC(=O)NCCCc3ccccc3)nc(C)n12 do in these assays?
CSN inh: -4.7; LMPTP inh: 1.0; MLLE-PAM2 inh: 5.2; TbMetRS inhib: 0.4; Rpn11 inh: inactive; NadD block: 16.8; DNMT1 inh: 33.1; SUMO1 PPI mod: -6.8; STEP block: 1.8; Scp-1 inhibitor: 3.4

How did Cc1ccc(C)c(-n2c3nc(=O)n(C)c(=O)c-3cc3ccccc32)c1 do in these assays?
CSN inh: 0.7; LMPTP inh: 0.2; MLLE-PAM2 inh: -51.7; TbMetRS inhib: 0.2; Rpn11 inh: inactive; NadD block: -3.6; DNMT1 inh: 3.1; SUMO1 PPI mod: -25.7; STEP block: -0.9; Scp-1 inhibitor: 0.6

Results for Cc1ccc(Cl)cc1NC(=O)C1CCCN(S(=O)(=O)c2c(C)noc2C)C1 (stereo not given) ?
CSN inh: 2.8; LMPTP inh: 0.4; MLLE-PAM2 inh: 10.2; TbMetRS inhib: -0.2; Rpn11 inh: inactive; NadD block: -2.3; DNMT1 inh: 0.1; SUMO1 PPI mod: 3.1; STEP block: -4.1; Scp-1 inhibitor: 0.4

How did CC(/C=N/NC(=O)CSc1nnc(SCc2ccccc2)s1)=C\c1ccco1 do in these assays?
CSN inh: -2.4; LMPTP inh: 4.3; MLLE-PAM2 inh: -100.2; TbMetRS inhib: 0.0; Rpn11 inh: inactive; NadD block: -4.2; DNMT1 inh: 18.6; SUMO1 PPI mod: -3.2; STEP block: 3.5; Scp-1 inhibitor: -5.7

Results for CCCOc1c(OC)cc(Cl)cc1C1NC(=O)NC(C)=C1C(=O)NCc1ccccc1 (stereo not given) ?
CSN inh: 0.7; LMPTP inh: -3.0; MLLE-PAM2 inh: -12.1; TbMetRS inhib: -0.6; Rpn11 inh: inactive; NadD block: -0.7; DNMT1 inh: -4.0; SUMO1 PPI mod: -1.3; STEP block: -9.0; Scp-1 inhibitor: -6.1

Results for CCc1ccccc1NC(=O)Nn1cnnc1 ?
CSN inh: 1.6; LMPTP inh: -2.0; MLLE-PAM2 inh: -5.6; TbMetRS inhib: -0.5; Rpn11 inh: inactive; NadD block: -1.5; DNMT1 inh: 2.7; SUMO1 PPI mod: 0.2; STEP block: -2.3; Scp-1 inhibitor: -8.3

What do the screens show for `Nc1ccc(NC(=S)Nc2ccccc2)cc1`?
CSN inh: -0.9; LMPTP inh: 18.0; MLLE-PAM2 inh: 21.2; TbMetRS inhib: -0.4; Rpn11 inh: inactive; NadD block: -1.0; DNMT1 inh: -4.2; SUMO1 PPI mod: 3.1; STEP block: 0.8; Scp-1 inhibitor: -11.0

Results for CSc1ccccc1C(=O)C1CCCN(C(=O)CCN2CCCO2)C1 (stereo not given) ?
CSN inh: -3.7; LMPTP inh: 0.1; MLLE-PAM2 inh: 0.3; TbMetRS inhib: 0.2; Rpn11 inh: inactive; NadD block: -6.8; DNMT1 inh: 0.3; SUMO1 PPI mod: -5.3; STEP block: 0.8; Scp-1 inhibitor: -6.7

Results for COc1ccc2[nH]cc(/C=C(/C#N)S(=O)(=O)c3ccccc3)c2c1 ?
CSN inh: 7.6; LMPTP inh: 2.8; MLLE-PAM2 inh: -9.4; TbMetRS inhib: 3.4; Rpn11 inh: inactive; NadD block: -6.7; DNMT1 inh: -4.6; SUMO1 PPI mod: -4.6; STEP block: -3.3; Scp-1 inhibitor: -14.6

Results for COc1ccc2c(=O)c(C(=O)NCCc3ccc(OC)c(OC)c3)c[nH]c2c1 ?
CSN inh: 5.3; LMPTP inh: -1.0; MLLE-PAM2 inh: -15.4; TbMetRS inhib: -2.1; Rpn11 inh: inactive; NadD block: -5.3; DNMT1 inh: -3.1; SUMO1 PPI mod: 2.1; STEP block: -3.5; Scp-1 inhibitor: -1.7

How did CC1Cc2ccccc2N1C(=O)Cn1c(=O)cc(O)c2ccccc21 (stereo not given) do in these assays?
CSN inh: -2.3; LMPTP inh: 0.2; MLLE-PAM2 inh: 2.3; TbMetRS inhib: 0.0; Rpn11 inh: inactive; NadD block: 3.7; DNMT1 inh: -20.6; SUMO1 PPI mod: 1.0; STEP block: 10.0; Scp-1 inhibitor: -5.2
